# Bioassay records (PubChem)
# Cav3 T inh – Cav3.2 calcium influx blockers – cell-based, Fluo-4 calcium fluorescence, FDSS, MLSMR library, primary screen | Voltage-dependent T-type calcium channel subunit alpha-1H (Homo sapiens), O95180 | Cav3.2-expressing cells; hits give low values | B-score at 10 µM | 100,000 tested, 4% active;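 active = single-dose well whose peak fluorescence ratio is a statistical outlier from its plate by either plate-standardised score or position-corrected B-score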
# Target sequence (O95180 whole entry, looked up): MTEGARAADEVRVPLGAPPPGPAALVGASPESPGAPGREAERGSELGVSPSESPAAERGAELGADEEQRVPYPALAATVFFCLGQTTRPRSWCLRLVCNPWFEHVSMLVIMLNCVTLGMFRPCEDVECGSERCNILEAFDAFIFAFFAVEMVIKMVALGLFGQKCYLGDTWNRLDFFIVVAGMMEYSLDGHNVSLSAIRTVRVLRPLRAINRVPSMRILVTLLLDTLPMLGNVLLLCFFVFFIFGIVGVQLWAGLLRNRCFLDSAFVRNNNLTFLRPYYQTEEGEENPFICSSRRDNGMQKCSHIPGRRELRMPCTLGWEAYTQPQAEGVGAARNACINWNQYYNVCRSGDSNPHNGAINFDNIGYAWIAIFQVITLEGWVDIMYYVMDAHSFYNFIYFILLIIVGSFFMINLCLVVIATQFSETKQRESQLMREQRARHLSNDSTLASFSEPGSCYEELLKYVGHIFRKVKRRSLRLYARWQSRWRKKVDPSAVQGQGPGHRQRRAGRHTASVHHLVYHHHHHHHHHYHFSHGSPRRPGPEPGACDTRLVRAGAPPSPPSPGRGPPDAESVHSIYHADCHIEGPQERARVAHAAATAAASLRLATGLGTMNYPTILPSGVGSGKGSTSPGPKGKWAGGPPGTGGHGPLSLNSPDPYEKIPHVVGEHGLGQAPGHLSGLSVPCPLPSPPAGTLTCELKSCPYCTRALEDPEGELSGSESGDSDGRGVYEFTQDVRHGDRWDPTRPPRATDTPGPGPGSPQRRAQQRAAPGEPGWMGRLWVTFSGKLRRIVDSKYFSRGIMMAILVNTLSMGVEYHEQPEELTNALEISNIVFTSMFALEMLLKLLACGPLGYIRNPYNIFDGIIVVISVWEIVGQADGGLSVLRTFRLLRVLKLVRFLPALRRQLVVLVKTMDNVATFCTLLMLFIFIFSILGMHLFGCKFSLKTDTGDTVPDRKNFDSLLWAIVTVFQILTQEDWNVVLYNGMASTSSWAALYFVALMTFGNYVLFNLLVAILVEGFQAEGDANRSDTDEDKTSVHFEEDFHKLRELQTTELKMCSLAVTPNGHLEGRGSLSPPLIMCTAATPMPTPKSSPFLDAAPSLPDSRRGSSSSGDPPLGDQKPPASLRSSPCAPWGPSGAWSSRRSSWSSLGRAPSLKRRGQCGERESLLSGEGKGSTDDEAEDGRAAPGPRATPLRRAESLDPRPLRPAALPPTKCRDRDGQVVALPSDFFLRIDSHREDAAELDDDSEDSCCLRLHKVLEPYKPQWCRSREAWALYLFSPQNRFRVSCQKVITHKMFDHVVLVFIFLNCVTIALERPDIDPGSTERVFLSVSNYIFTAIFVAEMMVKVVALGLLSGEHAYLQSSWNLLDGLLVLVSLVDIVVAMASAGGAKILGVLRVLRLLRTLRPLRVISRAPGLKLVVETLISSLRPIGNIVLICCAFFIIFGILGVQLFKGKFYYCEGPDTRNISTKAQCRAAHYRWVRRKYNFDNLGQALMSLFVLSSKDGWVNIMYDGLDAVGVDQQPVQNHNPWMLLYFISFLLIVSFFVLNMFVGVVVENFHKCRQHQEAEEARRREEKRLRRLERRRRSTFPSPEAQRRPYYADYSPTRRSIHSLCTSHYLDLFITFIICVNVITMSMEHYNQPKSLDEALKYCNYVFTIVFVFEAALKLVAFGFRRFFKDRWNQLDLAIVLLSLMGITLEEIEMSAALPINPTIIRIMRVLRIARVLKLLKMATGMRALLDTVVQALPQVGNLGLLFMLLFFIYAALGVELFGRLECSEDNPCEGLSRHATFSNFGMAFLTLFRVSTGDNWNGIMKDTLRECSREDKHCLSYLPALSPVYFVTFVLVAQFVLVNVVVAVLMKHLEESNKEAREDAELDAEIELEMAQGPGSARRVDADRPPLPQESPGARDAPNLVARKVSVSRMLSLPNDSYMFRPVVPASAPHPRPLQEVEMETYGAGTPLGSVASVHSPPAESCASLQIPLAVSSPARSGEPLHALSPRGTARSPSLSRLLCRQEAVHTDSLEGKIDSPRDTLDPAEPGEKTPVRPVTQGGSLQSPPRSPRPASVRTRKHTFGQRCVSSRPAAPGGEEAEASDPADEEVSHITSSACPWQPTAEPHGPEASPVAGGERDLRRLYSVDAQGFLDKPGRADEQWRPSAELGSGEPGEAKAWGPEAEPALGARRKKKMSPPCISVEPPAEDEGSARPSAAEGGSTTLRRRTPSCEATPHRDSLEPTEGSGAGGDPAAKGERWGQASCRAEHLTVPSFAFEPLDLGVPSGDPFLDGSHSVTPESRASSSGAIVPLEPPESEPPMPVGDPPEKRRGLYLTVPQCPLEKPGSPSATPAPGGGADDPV
# The depositor's hits bear a star. Only part of the results is shown, so the mix of outcomes need not match the whole.
SMILES | Cav3 T inh
O=C(Nc1nc2ccccc2[nH]1)c1ccc(Cl)c(S(=O)(=O)N2CCCC2)c1 | -1.26
CC(=O)Oc1ccc([C@@H]2COc3c(ccc4c3C=CC(C)(C)O4)C2)c(OC(C)=O)c1 | -0.833
COC(=O)c1sccc1-c1ccc(/C=N/OC(=O)c2ccccc2)o1 | 0.389
CCOC(=O)Cc1cc(-c2ccc(O)cc2)nc2ccc3ccccc3c12 | 0.86
O=C1Nc2ccc(S(=O)(=O)N3CCCC3C(=O)O)c3cccc1c23 (stereo not given) | 0.362
CN(C)c1nc(Oc2ccc(=O)n(C)n2)nc(N2CCOCC2)n1 | -0.107
CN1CCCN(Cc2ccc(Cl)cc2Cl)CC1 | -0.231
CCOC(=O)c1nnn(CC(=O)N2N=C(c3ccc(Cl)cc3)CC2c2ccccc2)c1C(=O)OCC (stereo not given) | -0.0712
CCC(Sc1nc(=O)cc(N)n1CCc1ccccc1)C(=O)Nc1cc(C)on1 (stereo not given) | -0.0216
C=CCC(=O)OCC(=O)Nc1ccc(Cl)cn1 | 0.525
COc1cc(NC(=O)C2CCCN2S(=O)(=O)c2ccc3c(c2)CCC(=O)N3)cc(OC)c1 (stereo not given) | 1.16
CCOC(=O)C1CCN(c2ncnc3c2oc2ccccc23)CC1 | -0.995
Cc1ccc(Cn2ccc(NC(=O)c3cc(-c4ccccc4)on3)n2)cc1 | -0.0443
COc1ccc(CCNC(=O)c2cnc3n(c2=O)CCS3)cc1OC | 0.0905
CCC(C)N(C)C(=O)c1cc2ccccc2c(-c2ccccc2Cl)n1 (stereo not given) | -0.878
CC(/C=C/c1ccccc1)=N/O | 1.58
COc1ccc(N2CCN(C(=O)CSc3nnc4ncccn34)CC2)cc1 | -0.496
COCCc1ccc(OCC(O)CNC(C)C)cc1 (stereo not given) | 0.155
O=C(NC1CCCCC1)c1ccc(CNc2c(N3CCOCC3)c(=O)c2=O)cc1 | -0.0654
COc1ccc(N2CCN(Cc3nc(N)nc(N4CCCc5ccccc54)n3)CC2)cc1 | -2.2
COc1cc(C(CCN2CCCC2)c2c(OC)cc(OC)c3c(C)cc(=O)oc23)cc(OC)c1OC (stereo not given) | -0.0813
CC1CCCCC1NC(=O)COC(=O)c1ccc(S(=O)(=O)N2CCOCC2)cc1 (stereo not given) | 0.37
COc1ccc(Cc2nc(C(=O)Nc3ccc(Cl)cc3)cs2)cc1 | 0.257
C=CCn1c(SCC(=O)Nc2cc(C)nn2-c2ccccc2)nnc1C1CCCCC1 | 1.26
Cc1ccc(OC(=O)c2ccccc2P(=O)(O)O)cc1 | 0.205
O=S(=O)(c1ccc2c(c1)oc1ccccc12)N1CCOCC1 | -0.579
COc1cc(OC)c(NC(=O)CCNC(=O)Cn2cnc3ccccc3c2=O)cc1Cl | -1.06
O=C(NCc1ccco1)c1cnn2c(C(F)(F)F)cc(-c3ccco3)nc12 | -1.05
CCn1c(SCC(=O)NCCc2ccc(F)cc2)nnc1-c1cccs1 | 0.679
CN1CCN(c2ccc([N+](=O)[O-])cc2C(=O)c2ccc(Cl)cc2)CC1 | 0.0674
NC(=O)CSc1nnc(-c2ccncc2)n1-c1ccc(Cl)cc1 | 1.11
CCOC(=O)Cn1c(-c2cccnc2Cl)nc2ccccc21 | 1.04
CCn1c(SCC(=O)Nc2oc(-c3ccccc3)c(-c3ccccc3)c2C#N)nnc1-c1ccco1 | -4.72*
COC(=O)C1=C(C(=O)OC)[C@@H]2Nc3ccccc3[C@@]23C[C@@H](C(=O)OC)N(C(C)=O)C3=N1 | 0.858
Nc1nc(-c2ccc(Br)cc2)cs1 | 0.199
CC1CN(c2nc3c(c(=O)n(Cc4ccc(Cl)c(Cl)c4)c(=O)n3C)n2C)CC(C)O1 (stereo not given) | -3.66
COc1ccc(CCNC(=O)CN2C(=O)c3ccccc3S2(=O)=O)cc1OC | 0.822
CCCCn1c(-c2cccs2)nc2nc3ccccc3nc21 | -0.244
Clc1cccc(Cl)c1-c1nnc2ccc(N3CCOCC3)nn12 | 1.35
Cc1ccc2c(c1)c1c(n2CC(O)Cn2c(C)nc3ccccc32)CCCC1 (stereo not given) | -1.69
Cc1cc(C)n2nc(NCc3ccccc3)nc2n1 | 0.0183
C/C(=N\NC(=O)c1csc(C)c1C)c1ccco1 | -0.706
CC(=O)c1cc2c(cc1NC(=O)C1CC=CCC1C(=O)O)OCO2 (stereo not given) | 0.756
Cn1c(SCc2nc3ccccc3[nH]2)nnc1-c1cnccn1 | -0.274
COc1ccc(C2Nc3ccccc3C(=O)N2Cc2ccco2)cc1CN1C(=O)c2ccccc2C1=O (stereo not given) | -0.0376
CCCCCCc1cc2cc(-c3nnc(-c4cc(OC)c(OC)c(OC)c4)o3)c(=O)oc2cc1O | -3.25
COc1ccc(C(CCN2CCN(c3ccccc3)CC2)c2c(O)cc(OC)cc2OC)cc1 (stereo not given) | -0.192
CCC(C)(C)NC(=O)C(c1ccc(OC)cc1)N(CC1CCCO1)C(=O)CCC(=O)Nc1cc(C)on1 (stereo not given) | 0.0953
CCOc1ccc(NC(=O)N2CCN(CC)CC2)cc1 | -0.271
Cc1ccc(N2CCN(C(=O)CCc3nc4ccccc4[nH]3)CC2)c(C)c1 | -4.75*

# Next section:
SMILES | Cav3 T inh
Cn1cnnc1SCc1ccccc1Br | 0.703
COC(=O)c1c(NC(=O)c2ccco2)sc2c1CCC2 | -0.0594
CCOC(=O)CSc1nc2c(c(=O)n(C)c(=O)n2C)n1Cc1ccccc1F | -1.18
COCCNC(=O)C(c1ccco1)N(Cc1ccc(OC)cc1)C(=O)Cn1nnc2ccccc21 (stereo not given) | 1.7
O=C(COc1ccc(Br)cc1)Nc1ccc([N+](=O)[O-])cn1 | 0.211
O=C(Nc1cccc(C(=O)O)c1)/C(=C\c1ccccc1)NC(=O)c1ccccc1Cl | 0.18
COc1ccc(-n2c(=S)[nH]c3cc(C(=O)NCCCN4CCCC4=O)ccc3c2=O)c(OC)c1 | -0.0114
O=C(Nc1ccc2c(c1)OCCO2)C1CCN(C(=O)c2ccccc2)CC1 | 0.728
CCCCOc1ccc(C(=O)Nc2cc(C)c(OCC(=O)N3CCOCC3)c(C)c2)cc1 | -2.05
NC(=O)CSc1nnc(Cn2c(=O)sc3ccccc32)n1-c1cccc(Cl)c1 | 2.36
COc1ccc(S(=O)(=O)NC(CC(=O)NC2CCCC2)c2ccco2)cc1 (stereo not given) | -0.42
CCCCNC(=O)C(Cc1ccccc1)NS(=O)(=O)c1ccc2c(c1)c(=O)n(C)c(=O)n2C (stereo not given) | 0.202
C=CCn1c(Cc2c[nH]c3ccccc23)n[nH]c1=S | -1.14
Cc1ccc(S(=O)(=O)N2CCC(=O)N(C(COCc3cccc(Cl)c3)Cc3ccccc3)CC2)cc1 (stereo not given) | 0.565
COc1cccc(C2c3c(oc4ccccc4c3=O)C(=O)N2c2ccccn2)c1 (stereo not given) | 0.277
Cc1ccc(S(=O)(=O)N(C)c2ccc(OCC(=O)NCc3ccco3)cc2)cc1 | -1.26
CCOc1cccc(-c2nnc3sc(COc4ccccc4)nn23)c1 | -0.143
CCOC(=O)N1CCN(Cc2nc(-c3ccc(OC)cc3)no2)CC1 | -0.74
CCOc1cc(S(=O)(=O)NCc2ccccc2)c(OCC)cc1-n1cnnn1 | -0.949
Cc1ccc(NC(=O)C2CCC(=O)N2)cc1C (stereo not given) | 0.697
Cc1c(N=Cc2ccc[nH]2)c(=O)n(-c2ccccc2)n1C | -0.0714
C=CCc1ccc(OCCn2cccc2C=O)c(OC)c1 | -0.694
CC(C)C(=O)Nc1ccc(NC(=O)c2ccccn2)cn1 | 0.73
COc1ccccc1C(=O)Oc1ccc(C(C)(C)C)cc1 | -0.663
CC(=O)c1c(C)[nH]c(C(=O)Nc2cc(C)cc(C)c2)c1C | -0.268

# Next section
SMILES	Cav3 T inh
S=c1[nH]nc(Cc2c[nH]c3ccccc23)o1	0.75
COc1ccccc1NC(=S)N1C2CCC1CC(NC(=O)NC13CC4CC(CC(C4)C1)C3)C2 (stereo not given)	-1.5
Cc1cc(C)cc(N(CC(=O)NCCSc2ccccn2)S(=O)(=O)c2ccccc2)c1	-2.98
CCC(=O)N1CCc2cc(S(=O)(=O)NCCC(=O)NC3CCCc4ccccc43)ccc21 (stereo not given)	0.358
COc1ccccc1NC(=O)C1CCN(c2ncccn2)CC1	-0.269
Cc1ccc(C)c(S(=O)(=O)Nc2ccc(O)cc2)c1	-1.26
CC1CCCCC1NC(=O)CCn1c(=O)oc2ccccc21 (stereo not given)	0.621
CC(Sc1ccc2c(c1)OCCO2)C(=O)Nc1ccc2c(c1)OCO2 (stereo not given)	-1.33
O=S(=O)(c1ccccc1)c1nc(-c2ccco2)oc1N1CCCCCC1	-3.03
CN(C(=O)COC(=O)C1c2ccccc2Oc2ccccc21)C1CCS(=O)(=O)C1 (stereo not given)	-0.109

# 16 of the compounds above, with the structure last:
Cav3 T inh | canonical_smiles
-0.74 | CCOC(=O)N1CCN(Cc2nc(-c3ccc(OC)cc3)no2)CC1
-0.949 | CCOc1cc(S(=O)(=O)NCc2ccccc2)c(OCC)cc1-n1cnnn1
0.697 | Cc1ccc(NC(=O)C2CCC(=O)N2)cc1C (stereo not given)
-0.0714 | Cc1c(N=Cc2ccc[nH]2)c(=O)n(-c2ccccc2)n1C
-0.694 | C=CCc1ccc(OCCn2cccc2C=O)c(OC)c1
0.73 | CC(C)C(=O)Nc1ccc(NC(=O)c2ccccn2)cn1
-0.663 | COc1ccccc1C(=O)Oc1ccc(C(C)(C)C)cc1
-0.268 | CC(=O)c1c(C)[nH]c(C(=O)Nc2cc(C)cc(C)c2)c1C
0.75 | S=c1[nH]nc(Cc2c[nH]c3ccccc23)o1
-1.5 | COc1ccccc1NC(=S)N1C2CCC1CC(NC(=O)NC13CC4CC(CC(C4)C1)C3)C2 (stereo not given)
-2.98 | Cc1cc(C)cc(N(CC(=O)NCCSc2ccccn2)S(=O)(=O)c2ccccc2)c1
0.358 | CCC(=O)N1CCc2cc(S(=O)(=O)NCCC(=O)NC3CCCc4ccccc43)ccc21 (stereo not given)
-0.269 | COc1ccccc1NC(=O)C1CCN(c2ncccn2)CC1
-1.26 | Cc1ccc(C)c(S(=O)(=O)Nc2ccc(O)cc2)c1
0.621 | CC1CCCCC1NC(=O)CCn1c(=O)oc2ccccc21 (stereo not given)
-1.33 | CC(Sc1ccc2c(c1)OCCO2)C(=O)Nc1ccc2c(c1)OCO2 (stereo not given)

# New compounds follow
SMILES	Cav3 T inh
O=C1NCCc2cc3c(cc21)OCO3	0.68
CCC1=NN=C(c2ccc(F)cc2)C(c2c[nH]c3ccccc23)N1O (stereo not given)	-1.64
Cc1ccc(-c2[nH]c3cc(C(=O)NCCCn4ccnc4)ccc3c(=O)c2O)cc1	0.722
COc1ccc(Nc2ccnc3ccccc23)cc1	0.278
CCOC(=O)c1cccc(NS(=O)(=O)c2cnc[nH]2)c1	0.368
Cc1ccc2nsnc2c1NS(=O)(=O)c1c(C)ccc2nsnc12	1.49
COC(=O)[C@H](CC(C)C)NC(=O)N1CCN(c2cccc(C(F)(F)F)c2)CC1	-3.04
c1ccc2c(SCc3cn4cccnc4n3)ncnc2c1	0.912
O=C(Oc1cccc2ccccc12)c1ccncc1	-0.0375
COc1cccc(C(=O)N(Cc2cc3cc(C)ccc3[nH]c2=O)C(C)C)c1	-1.33
CC(=O)c1cccc(NC(=O)CCNS(=O)(=O)c2cccc(C(C)=O)c2)c1	0.0671
CCCNC(=O)c1c(CSc2ccccc2)noc1C(=O)NCc1ccccc1	-0.234
CC(=O)c1cccc(N(CC(=O)Nc2ccc(F)cc2F)S(C)(=O)=O)c1	0.557
O=C(CSc1nnc(Cc2ccccc2)o1)NCCN1C(=O)CSC1=O	-0.343
COc1cc(OC)cc(C(=O)NCCCN2CCOCC2)c1	0.367
Cn1nc(CC(=O)Nc2cccc3ncccc23)c2ccccc2c1=O	1.2
COc1ccnc(NCc2cccc(C(F)(F)F)c2)c1C#N	0.407
O=C(CN1CCN(Cc2ccccc2)C1=O)NCc1ccc(Cl)cc1	-0.541
O=C(CCn1c(=O)c2sccc2n(CC(=O)OCc2ccccc2)c1=O)NCc1ccccc1	-0.0383
Cc1cc(NC(=O)c2ccoc2C)no1	-0.506
CSCCC1NC2(C(=O)Nc3c(C)cc(Cl)cc32)[C@@H]2C(=O)N(C3CCCC3)C(=O)[C@H]12 (stereo not given in full)	-1.2
Cc1cccc(CSc2nncc(=O)[nH]2)c1	0.0475
CCOC(=O)c1ccc(N2C(=O)c3n[nH]c(C)c3C2c2ccco2)cc1 (stereo not given)	-1.47
CCCNC(=O)c1ccc(N(Cc2ccccc2)S(C)(=O)=O)cc1	0.368
CCOc1cc(CNCc2ccncc2)cc(Br)c1OCc1ccc(F)cc1	-1.63
CCOC(=O)Cn1c(CN2CCc3ccccc3C2)nc2c1c(=O)n(C)c(=O)n2C	-1.55
CN(C)S(=O)(=O)c1ccc(C(=O)NCc2ccccc2)cc1	0.438
O=C(O)CSC1CC(=O)N(c2cccc(Cl)c2)C1=O (stereo not given)	0.0928
O=C(c1ccco1)N1CCN(C(=O)N2CCOCC2)CC1	-0.0295
CCOc1cc(S(=O)(=O)N2CCC(C(N)=O)CC2)ccc1F	0.658
O=C(c1cc(-c2ccncc2)nc2ccc(Cl)cc12)N1CCN(C(=O)C2CCCO2)CC1 (stereo not given)	0.258
O=C1C=C(c2cccnc2)CCC1	1.19
CSCC[C@H](NC(=O)NCCc1ccc(F)cc1)C(=O)O	0.588
C=CCNc1ccc(F)c(F)c1N1CCCCCC1=O	0.145
CC(C)(C)NC(=O)C(c1ccncc1)N(Cc1cccs1)C(=O)Cn1nnc(-c2ccc(F)cc2)n1 (stereo not given)	-2.52
Cc1ccc(N2CC(C(=O)Nc3nccs3)CC2=O)cc1Cl (stereo not given)	-1.27
O=C(NC1CCSC1=O)c1ccc(Cl)cc1 (stereo not given)	-0.367
COc1ccc(-n2c(=O)c3ccccc3n(CC(=O)NC3CCCCC3)c2=O)c(OC)c1	0.373
COc1ccccc1CNC(=O)CN1CCC(NC(=O)c2ccccc2F)CC1	2.07
O=C(NCCc1ccccc1)C(=O)NC1CCCCC1	0.784
Cc1cc(C)cc(CC2CC(=O)N(c3ccc(Cl)cn3)C2=O)c1 (stereo not given)	0.733
COC(=O)C(O)(NC(=O)OCc1ccccc1)C(F)(F)F (stereo not given)	0.291
